# MOR-DOR inv ag: inverse agonists of MOR-DOR heterodimerization, primary screen, cell-based, luminescence; inhibition, % at 9.3 µM; cell-based MOR-DOR heterodimer luminescence, inverse agonism; AID 504357, 2011; 340,000 tested, 0.21% active; Mu-type opioid receptor (Homo sapiens) + Delta-type opioid receptor (Homo sapiens), …; in the data active = inhibition above about 22%, passing the limit was not always enough;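 note: 0% = cells with DMSO and 100% = wells without cells with DMSO; values of inactives mirror those of a sister screen read the other way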
# Target sequence (P35372 whole entry, looked up): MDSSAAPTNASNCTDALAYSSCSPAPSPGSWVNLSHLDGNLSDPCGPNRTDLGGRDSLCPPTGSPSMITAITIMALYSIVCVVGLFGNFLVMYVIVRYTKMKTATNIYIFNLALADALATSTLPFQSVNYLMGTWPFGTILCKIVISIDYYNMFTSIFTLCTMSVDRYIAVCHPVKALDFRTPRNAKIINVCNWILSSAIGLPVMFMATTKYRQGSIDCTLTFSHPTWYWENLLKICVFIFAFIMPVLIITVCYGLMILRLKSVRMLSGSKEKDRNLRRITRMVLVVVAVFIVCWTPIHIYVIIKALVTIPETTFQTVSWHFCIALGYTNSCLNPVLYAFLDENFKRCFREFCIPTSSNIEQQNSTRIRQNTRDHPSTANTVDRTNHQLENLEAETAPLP
# Target sequence (P41143 whole entry, looked up): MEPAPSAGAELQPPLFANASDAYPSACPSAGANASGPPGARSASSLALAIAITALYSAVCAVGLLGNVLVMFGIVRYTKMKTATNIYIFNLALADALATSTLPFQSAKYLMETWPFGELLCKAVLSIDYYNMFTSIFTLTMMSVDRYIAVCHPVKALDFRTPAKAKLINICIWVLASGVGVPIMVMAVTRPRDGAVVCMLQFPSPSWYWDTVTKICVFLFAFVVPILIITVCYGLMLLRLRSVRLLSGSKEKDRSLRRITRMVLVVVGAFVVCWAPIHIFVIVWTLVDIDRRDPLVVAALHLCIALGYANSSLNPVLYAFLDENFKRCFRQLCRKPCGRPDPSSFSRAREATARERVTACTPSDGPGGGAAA
# OPRM1-OPRD1 ag: agonists of OPRM1-OPRD1 heterodimerization, primary screen, cell-based, luminescence; 340,000 tested, 0.3% active; AID 504326, 2011; Mu-type opioid receptor (Homo sapiens) + Delta-type opioid receptor (Homo sapiens), …; activation, % at 9.3 µM; cells; in the data active = activation above about 18%;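 note: 0% = vehicle-treated cells and 100% = reference agonist; values of inactives mirror those of a sister screen read the other way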
# phage Ecoli inh: growth loss of phage-infected E. coli, primary screen, RecBCD inhibitor project, absorbance, with phage, HTS. inhibition, % at 11.9 µM. 360,000 tested, 0.26% active. AID 651602, 2012; in the data active = inhibition above about 11%
# Mot1-301 SUMO: yeast Mot1-301 growth rescue at high temperature, primary screen, SUMOylation pathway inhibitor project, S. cerevisiae, ATP luminescence, 38.5C; S. cerevisiae Mot1-301 growth rescue; percent above DMSO median, 100 means doubled; growth rescue, % at 18.8 µM; 320,000 tested, 1% active;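 active = every valid replicate shows activation above 250% relative to neutral control wells; inactive = the rest, any valid replicate at or below 250%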;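 note: OY570 slx delta 5 strain wells were the positive control but not used for scaling; some compounds called inactive have numbers as strong as hits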
# PKA-R1A act: activators of PKA-R1A holoenzyme, primary screen, biochemical, fluorescence polarization, Cy5-IP20, bovine R1A, mouse PKAc | PKA-R1A dissociation; scaled: DMSO 0%, 113 µM cGMP 100% | 340,000 tested, 0.083% active | AID 504707, 2011 | activation, % at 11.4 µM;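 active = percent activation above the mean of all tested compounds plus 3 SD, cut at about 19% in these data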;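 note: higher means more PKAc released from R1A so a rise in polarization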
# Pemphigus Ab inh: inhibitors of pemphigus antibody binding to DSG3, primary screen, biochemical, bead-based, flow cytometry, scFv-GFP. AID 588358, 2011. DSG3-coupled beads, scFv-anti-DSG3-GFP binding; active compounds read low. 310,000 tested, 0.48% active. binding (percent of control), % at 10 µM. Desmoglein-3 (Homo sapiens), P32926;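 active = binding more than 3 SD below its plate's average and above zero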;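 note: hits lower antibody fragment binding to DSG3; some compounds called inactive have numbers as strong as hits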
# AddAB inh: growth inhibition of E. coli expressing H. pylori AddAB, primary screen, AddAB inhibitor project, absorbance; inhibition, % at 11.9 µM; 330,000 tested, 0.29% active; in the data active = inhibition above about 12%;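 note: 0% = vehicle wells of infected cells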
# E coli growth: E. coli V3065 growth inhibition, primary screen, counter-screen for AddAB inhibitor project, absorbance, OD600; 18 h; inhibition, % at 11.9 µM; 330,000 tested, 0.27% active;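 active = inhibition above the campaign's mean inhibition across all tested compounds plus 3 SD, cut at about 9.9% in these data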;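 note: uninfected addAB+ strain grown without phage in ampicillin broth; 0% = DMSO wells and 100% = ciprofloxacin 0.95 µg/ml wells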
# HTR5A inv ctr: HTR5A inverse agonists in luminescence cell assay, primary screen, counter-screen for OPRM1-OPRD1 heterodimer inverse agonist project, full-deck HTS; inhibition, % at 9.3 µM; 340,000 tested, 0.083% active; AID 504634, 2011; 5-hydroxytryptamine receptor 5A (Homo sapiens), P47898; HTR5A cell line, inverse agonism; in the data active = inhibition mostly above about 23%, no sharp cut-off; inactive = mostly below about 18%;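 note: 0% = cells with DMSO and 100% = no-cell wells with DMSO; some compounds called inactive have numbers as strong as hits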
# HTR5A ag: HTR5A agonists in luminescence cell assay, primary screen, counter-screen for OPRM1-OPRD1 heterodimer agonist project, full-deck HTS | cell-based | activation, % at 9.3 µM | 340,000 tested, 0.61% active | AID 504692, 2011; in the data active = activation mostly above about 9.5%, no sharp cut-off; inactive = mostly below about 7.6%;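 note: 0% = cells with vehicle only and 100% = reference agonist; strong numbers were not always called active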
# PfHsp90 set2: growth inhibition of PfHsp90-expressing yeast, primary screen, antimalarial PfHsp90 inhibitor project, S. cerevisiae, BacTiter-Glo luminescence, single point, set 2. inhibition, % at 9.4 µM. BacTiter-Glo ATP, 48 h; yeast lacking PDR1 and PDR3 efflux regulators. 310,000 tested, 0.32% active;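 active = every replicate shows inhibition above about 80%, whatever the replicate mean, limit read from the data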;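 note: 0% = DMSO neutral controls and 100% = 20 µM radicicol positive controls; yeast relying on Plasmodium falciparum Hsp90 in place of its own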
# * hit, by the source's call; x = not tested or not shown.
SMILES,MOR-DOR inv ag,OPRM1-OPRD1 ag,phage Ecoli inh,Mot1-301 SUMO,PKA-R1A act,Pemphigus Ab inh,AddAB inh,E coli growth,HTR5A inv ctr,HTR5A ag,PfHsp90 set2
CCc1nc(NC(C)(C)C)c2cnn(-c3ccccc3)c2n1,-22,4.3,-0.1,3,-8,92,1.0,-1.3,-23,6,-22
O=C(O)c1ccc(N=c2oc3cc(O)ccc3cc2C(=O)NCc2ccccc2)cc1,-10,2.0,2.0,-8,-4,97,1.2,2.7,-10,4,16
CC(C)(C)C(=O)Cn1c(=O)n(CC2CCCO2)c(=O)c2ccccc21 (stereo unspecified),12,-2.2,1.0,-14,-1,110,6.0,-1.2,3,0,-14
COC(=O)[C@H](CCSC)NC(=O)Cn1cnc2c(NCc3ccccc3)ncnc21,x,x,2.3,x,-4,100,-1.2,-1.6,x,x,-3
Cc1c(C)c2ccc(OCC(=O)NCCN3CCOCC3)c(C)c2oc1=O,1,-0.2,0.2,-3,6,x,2.0,2.0,-20,-2,-12
O=C(COc1ccc2ccc(=O)oc2c1)c1ccccc1,17,-3.5,0.5,-33,-19,103,1.2,-0.3,9,6,-1
O=C(N/N=C/c1ccc(Br)o1)c1cncc(Br)c1,-15,2.0,2.9,5,-4,103,3.0,0.9,5,-2,10
Cc1ccc(NC(=O)Nc2ccc(S(N)(=O)=O)cc2)cc1,4,-0.7,4.9,-31,-9,109,5.2,3.4,-1,0,-3
COc1ccc(Br)cc1CNC(=O)Nc1cccs1,-22,4.4,2.8,15,-3,x,2.6,-1.5,-9,3,x
CCN(CC)S(=O)(=O)c1ccc2c(c1)nc(CCC(=O)OCc1c(C)noc1C)n2C,9,-1.7,2.8,-25,-4,101,0.5,-0.4,-25,1,4
CN(C)Cc1c(O)ccc2[nH]cnc12,15,-3.6,0.2,322,-9,x,1.9,-1.0,-11,-1,12
O=C(NCc1ccncc1)C(=O)NCC1OCCN1S(=O)(=O)c1cc(F)ccc1F (stereo unspecified),3,-0.6,-2.6,-2,-2,x,-0.7,0.5,2,1,2
CC(C)(C)NC(=O)C(c1ccccc1)N(C(=O)c1csnn1)C1CC1 (stereo unspecified),3,-0.5,1.6,-3,3,101,3.1,-0.6,-29,4,8
CCOC(=O)N/N=C/c1c[nH]c2ccccc12,15,-3.2,2.6,x,-10,102,2.4,2.6,2,-1,-5
O=C(N/N=C1\CC2CC=CC12)c1ccc(Br)cc1 (stereo unspecified),7,-1.4,1.0,-6,3,102,5.2,3.2,-15,5,27
COc1cc(/C=N/O)cc(Br)c1OCc1cccc(Cl)c1,-51,8.6,2.3,-8,-4,100,-0.8,-2.6,-4,3,121*
CCOc1ncccc1C(=O)OCC(=O)NC(=O)c1ccccc1,12,-2.8,2.7,-6,-14,85,-1.4,1.1,5,-2,1
COc1ccc(CN2CCSCC2)cc1O,10,-1.6,-0.5,337,-2,102,3.0,-1.0,-19,-5,2
CCOC(=O)c1c(C)[nH]c(C)c1C(=O)COC(=O)[C@@H](NC(=O)c1ccccc1OCC)C(C)C,-3,0.6,1.9,-9,-6,97,-2.2,-3.0,3,0,27
Cc1ccc(C)c(NC(=O)c2ncn[nH]2)c1,2,-0.4,2.8,-1,-9,103,-2.3,-2.6,-10,4,16
O=C(NC(Cc1ccccc1)C(=O)O)C1CCN(S(=O)(=O)c2cccc(C(F)(F)F)c2)CC1 (stereo unspecified),2,-0.4,0.2,11,-5,95,0.4,0.2,-1,0,4
O=C(O/N=C/c1ccc2c(c1)OCO2)c1ccc([N+](=O)[O-])cc1,7,-1.5,3.8,-14,0,101,-1.4,2.4,0,0,-17
COCc1[nH][nH]c(=O)c1C=Nc1ccc(Cl)cc1,-1,0.1,1.6,-5,0,x,3.0,1.0,-20,0,-7
CN(CC(=O)NC1CCCCCC1)S(=O)(=O)c1ccc(F)cc1,13,-2.5,1.8,3,5,x,-0.1,-2.6,23,3,-6
O=c1c(-c2ccc(Oc3ccccc3)cc2)[n+]([O-])c2ccccc2n1OCc1ccccn1,14,-2.8,1.1,0,6,x,0.2,0.0,-3,-3,-12
# The list continues:
SMILES,MOR-DOR inv ag,OPRM1-OPRD1 ag,phage Ecoli inh,Mot1-301 SUMO,PKA-R1A act,Pemphigus Ab inh,AddAB inh,E coli growth,HTR5A inv ctr,HTR5A ag,PfHsp90 set2
N#CC1(c2c(O)nc3n(c2=O)CCCS3)CCCCC1,5,-0.8,-0.5,215,-20,100,5.4,-1.6,-1,4,7
COc1ccc(NS(=O)(=O)NC(=O)c2c(C)n(C)c3ccccc23)cc1,2,-0.5,-2.0,-6,-6,95,0.7,-0.2,11,9,2
Cc1ccc(N(C)C(=O)C2CCN(S(=O)(=O)c3ccc4c(c3)oc(=O)n4C)CC2)cc1,5,-0.8,3.6,5,-3,105,3.0,0.9,4,-1,-8
CCc1[nH]nc2c1C1(CCN(C(=O)OCc3ccccc3)CC1)C(C#N)=C(N)O2,8,-1.3,0.0,14,4,100,2.1,-0.8,11,-1,-7
Cc1cc(=O)oc2cc(OCC(=O)NC3CCN(Cc4ccccc4)CC3)c(Cl)cc12,-10,2.0,2.6,-7,-9,110,0.6,-1.0,-1,2,15
Cc1nnc(NC(=O)CSc2ncnc3c2cnn3-c2ccccc2C)s1,2,-0.3,0.1,86,1,104,0.5,-2.1,12,2,-14
Cc1onc(-c2c(F)cccc2Cl)c1C(=O)NC(=S)Nc1c(C)n(C)n(-c2ccccc2)c1=O,18,-3.5,2.0,1,-2,104,-1.3,-0.4,10,-6,2
COc1ccc(S(=O)(=O)c2ccccc2)cc1NS(=O)(=O)c1cccc(C(=O)O)c1,0,0.0,-2.9,25,5,98,0.4,-2.1,7,-3,-11
CN1CCC(=O)N([C@H](CN=[N+]=[N-])c2ccccc2)CC1,-2,0.3,0.5,-10,3,97,1.2,2.0,7,-1,6
Cc1ccc(CC2CC(=O)N(Cc3ccco3)C2=O)cc1 (stereo unspecified),15,-3.0,0.1,266,7,96,-1.2,-0.2,-4,2,5
CCOc1cc(C#N)ccc1OCC(=O)NNC(=O)CC1CCS(=O)(=O)C1 (stereo unspecified),15,-2.8,1.8,x,8,108,x,x,-3,1,-24
O=C(C[n+]1ccccc1)N/N=C/c1ccccc1F,x,x,1.4,0,x,98,-1.6,-1.8,x,x,-36
COC(C(=O)Nc1cc([N+](=O)[O-])ccc1C)c1ccccc1 (stereo unspecified),11,-2.1,2.9,-7,-7,102,-1.0,2.4,-17,-3,-9
O=C1OC(Cc2ccncc2)C(O)=C1C1=NCCCN1 (stereo unspecified),1,-0.2,0.2,-27,0,97,1.2,-2.0,-4,2,-32
COc1ccc(OC)c(S(=O)(=O)Nc2cccc(O)c2)c1,-4,0.8,3.2,2,1,x,-0.2,0.5,6,-2,-6
O=C(c1c(O)cc(O)cc1O)C1c2c(cc(O)c3c2O[C@H](c2ccc(O)cc2)[C@@H](O)C3)OC1c1ccc(O)cc1 (stereo partly specified),4,-0.8,1.0,8,-2,100,3.2,-0.7,-7,-4,-6
CCOC(=O)CCc1c(C)c2ccc(OCC(=O)N(CC)CC)c(C)c2oc1=O,2,-0.3,3.6,1,-4,103,1.4,-0.2,10,4,-1
O=C(COC(=O)c1cc(=O)[nH]c2ccccc12)c1ccc(Br)cc1,0,-0.1,-0.1,3,6,97,2.0,-1.6,25,-1,-10
O=[N+]([O-])c1ncccc1OCc1ccccc1Br,-3,0.4,2.0,-4,1,121,3.4,-1.8,13,-1,28
Cc1ccc(C)c(C(=O)N(Cc2nc(-c3ccc(Cl)cc3)no2)C(C)C)c1,-6,1.1,-1.4,15,-10,100,-0.7,-2.1,-4,1,0
COc1ccc(/C=C/c2nnc(NC(=O)CSc3ccc(Cl)cc3)s2)cc1,3,-0.6,1.2,-20,-7,101,4.6,0.0,2,-1,12
CCOc1ccccc1NC(=O)CC1Nc2ccccc2NC1=O (stereo unspecified),15,-3.5,-1.1,-3,-11,100,2.2,1.3,-12,5,-7
CC(=O)Nc1ccc(C=NN=C2c3ccccc3-c3ccccc32)cc1,-12,2.7,1.6,x,4,98,x,x,1,0,-14
Cc1cc(CNC(=O)C(C)Cc2ccccc2)nn1C (stereo unspecified),15,-2.5,-0.9,-5,3,103,1.9,0.2,-18,6,7
CSCC[C@H](NC(=O)[C@H](Cc1ccccc1)n1c(=O)[nH]c2ccccc2c1=O)C(=O)N[C@@H](Cc1ccccc1)C(=O)O,8,-1.5,2.2,-6,0,100,1.0,-1.8,-33,-2,-10
# The list continues:
SMILES,MOR-DOR inv ag,OPRM1-OPRD1 ag,phage Ecoli inh,Mot1-301 SUMO,PKA-R1A act,Pemphigus Ab inh,AddAB inh,E coli growth,HTR5A inv ctr,HTR5A ag,PfHsp90 set2
Cc1[nH]c(=O)[nH]c(=O)c1/C=N/NC(=O)CCCCCNC(=O)OC(C)(C)C,13,-2.5,1.0,-4,-4,103,2.8,0.9,6,10,-8
CC1(C)CC(=O)c2c(S(C)(=O)=O)sc(Br)c2C1,13,-2.6,1.3,13,-1,x,5.4,2.1,26,2,-1
O=C1C=C(c2cnc3ccccc3c2)C[C@@H](c2ccc3c(c2)OCO3)C1,1,-0.1,2.5,-14,-6,99,0.3,0.6,-1,6,-70
CC(C(=O)Nc1cccnc1)c1ccc([N+](=O)[O-])cc1 (stereo unspecified),6,-1.4,1.9,0,2,110,0.1,0.7,17,4,1
COc1ccc2c(c1OC)C(=O)N1c3ccccc3C(=O)N(c3ccccc3)C21 (stereo unspecified),2,-0.3,2.5,167,1,102,0.9,-0.5,-9,4,24
Cn1c(=O)c2[nH]c(C3CCCC3)nc2n(C)c1=O,18,-3.3,3.0,-2,1,97,-0.2,-0.3,-1,6,-12
COc1ccc(NC(=O)N2CCNC(=O)C2CC(=O)Nc2ccc(F)cc2)cc1 (stereo unspecified),22,-4.3,3.5,9,-2,101,0.0,-1.2,-1,1,-4
O=C(CSc1nnc(NC(=O)C2CCC2)s1)Nc1ccccc1F,-7,0.9,3.2,-16,5,92,3.9,-0.1,-11,4,10
CC#CC(=O)N1CCC(CO)(CCc2ccccc2)CC1,8,-1.5,1.7,14,-2,91,2.0,4.3,11,-1,-22

# Compound activity from PubChem BioAssay.
